# Screens as filed in PubChem BioAssay.
# LMNA splice mod: changes lamin A minigene splicing in HeLa cells. HeLa LMNA splicing GFP/RFP minigene ratio, 48 h. Potency, µM (top dose mostly 46.1 µM), without a hit: top-dose ratio change, negative = inhibition, hits mostly inhibitors. 200,000 tested, 0.01% active. AID 1487; active = well fitted inhibition curve with a large enough effect in the signal ratio, with a control signal flat, not every such curve was filed as active; inconclusive = small, poorly fitted or top-dose-only effect, or effect the other way, or a change in a side signal; the % refers to the signal ratio; note: % is set by controls: 0 for no effect and ±100 for the full control effect
#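 S3 HeLa cells stably expressing lamin A-EGFP splicing minigene plus DsRed2, 600 cells/well, 48 h compound exposure at 37C. Laser-scanning cytometry; analysed as GFP (500-530 nm)/RFP (575-640 nm) total intensity ratio; 0.5% DMSO vehicle.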
# L3MBTL1 inh: blocks human L3MBTL1. Q9Y468. AlphaScreen L3MBTL1–H3K9me1 peptide binding. Potency, µM (titrated, usually from 57.1 µM), for inactives: at the highest dose activity, negative = inhibition, hits mostly inhibitors. 230,000 tested, 0.66% active. AID 485360; note: % is set by controls: 0 for no effect and ±100 for the full control effect; nearly all actives have a fitted effect of over 60% in size
#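 AlphaScreen proximity signal between nickel-chelate acceptor and streptavidin donor beads (final 10 ug/mL) reports binding of 50 nM L3MBTL1 to 75 nM biotin-H3 K9me1 peptide; complex incubated with compounds 30 min at room temperature; cefsulodin titration as control.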
# ALDH1A1 inh: inhibitors of human aldehyde dehydrogenase 1A1. AID 1030. P00352. Potency, µM (top dose mostly 75.3 µM), for the others: at the top dose activity, negative = inhibition, actives largely listed as inhibitors. 220,000 tested, 7.3% active. Purified ALDH1A1, NADH fluorescence, propionaldehyde substrate; active = well fitted inhibition curve with a large enough effect, not every such curve was filed as active; inconclusive = small, poorly fitted or top-dose-only effect, or another doubt; inactive = no such curve, though single readings can be large or run the other way;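 note: plate controls were no enzyme wells and a reference inhibitor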
# RECQ1 inh: blocks DNA unwinding by human RECQ1 | P46063 | Potency, µM (highest dose often 57.3 µM), without a hit: top-dose activity, negative = inhibition, usual class: inhibitors | RECQ1 DNA unwinding, red fluorescence kinetic read | 240,000 tested, 0.54% active;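 note: plate controls were vehicle for no effect and no enzyme for full effect; nearly all actives have a fitted effect of over 30% in size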
# Target sequence (P46063 whole entry, looked up): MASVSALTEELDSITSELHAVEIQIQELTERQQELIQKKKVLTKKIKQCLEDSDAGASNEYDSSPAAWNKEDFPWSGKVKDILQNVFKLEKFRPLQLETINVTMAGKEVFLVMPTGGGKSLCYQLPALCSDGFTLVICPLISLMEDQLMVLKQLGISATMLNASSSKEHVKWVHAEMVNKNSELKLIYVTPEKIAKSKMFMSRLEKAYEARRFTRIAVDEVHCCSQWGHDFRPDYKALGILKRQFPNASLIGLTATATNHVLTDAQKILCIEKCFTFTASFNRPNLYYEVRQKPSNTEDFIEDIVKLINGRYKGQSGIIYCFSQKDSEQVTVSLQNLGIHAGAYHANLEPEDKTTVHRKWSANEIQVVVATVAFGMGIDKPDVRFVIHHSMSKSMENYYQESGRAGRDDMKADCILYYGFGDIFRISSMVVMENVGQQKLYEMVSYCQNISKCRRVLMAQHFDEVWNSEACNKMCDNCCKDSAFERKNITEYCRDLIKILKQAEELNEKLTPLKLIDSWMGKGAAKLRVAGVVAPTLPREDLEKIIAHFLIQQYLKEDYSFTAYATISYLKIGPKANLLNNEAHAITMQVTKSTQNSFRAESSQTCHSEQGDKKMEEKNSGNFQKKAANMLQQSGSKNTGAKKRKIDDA
#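 50 nM RECQ1T1 preincubated 15 min with compound in Tris pH 8.0 buffer with MgCl2, DTT, Tween-20 and 2.5 ug/ml poly(dI-dC); started with 200 nM TAMRA/BHQ-2 forked duplex and 2 mM ATP. Unwinding read as fluorescence (525/598 nm), two reads 2 h apart.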
# JMJD2E inh: blocks human JMJD2E demethylase activity. JMJD2E catalytic domain, FDH-coupled NADH fluorescence (FDH is formaldehyde dehydrogenase). 230,000 tested, 1.6% active. AID 2147. B2RXH2. Potency, µM (top dose mostly 57.1 µM), for inactives: at the top dose activity change, negative = inhibition, actives largely listed as inhibitors; active = well fitted inhibition curve with a large enough effect, not every such curve was filed as active; inconclusive = small, poorly fitted or top-dose-only effect, or another doubt; inactive = no such curve, though single readings can be large or run the other way;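 note: 0% = wells with enzyme and -100% = buffer wells without enzyme; nearly all actives have a fitted effect of over 50% in size; many of its hits are not listed in these tables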
# Tau ThT inhib: tau fibrillization inhibition (ThT binding). P10636. recombinant tau K18 P301L (four-repeat tau fragment), heparin-induced fibrillization, ThT fluorescence. Potency, µM (series often up to 57.4 µM), for inactives: at the top dose activity, negative = inhibition, actives largely listed as inhibitors. 270,000 tested, 2.1% active; note: % is set by controls: 0 for no effect and ±100 for the full control effect; nearly all actives have a fitted effect of over 55% in size
# Target sequence (P10636 561-689 P618L limits assumed): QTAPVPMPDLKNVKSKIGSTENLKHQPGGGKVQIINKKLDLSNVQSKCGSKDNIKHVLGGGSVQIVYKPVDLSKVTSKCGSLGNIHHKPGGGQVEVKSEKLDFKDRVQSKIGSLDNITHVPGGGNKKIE
#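 Tau K18 P301L fragment (15 uM unlabeled plus 0.24 uM Alexa 594-labeled) in 100 mM sodium acetate pH 7 with compound, fibrillization induced by 20 uM heparin for 6 hr at 37 C. Thioflavin T (30 uM) added, fluorescence read after 1 hr (ex 450, em 510 nm).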
# SMN2 splice enh: enhancers of SMN2 splice variant expression; HEK293 SMN2-luciferase splicing reporter, luminescence, 30-36 h; Potency, µM (highest dose often 46.1 µM), inactives show top-dose activity change, positive = activation, most hits filed as activators; 210,000 tested, 2.8% active; AID 1458; note: % of control where 0% means no effect; nearly all actives have a fitted effect of over 55% in size
#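 HEK293 cells carry an SMN2 […]–luciferase reporter in which exon 7 inclusion puts luciferase in frame. Cells were plated 10-12 h before compound addition, then incubated 30-36 h at 37C. ONE-Glo luminescence was read; sodium butyrate at 4.5 mM final served as control.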
# KinaseGlo FLuc: blocks Kinase-Glo luciferase, a counter-screen artifact; 200,000 tested, 0.28% active; AID 1379; Potency, µM (doses to about 38.3 µM), inactives show at the top dose activity change, negative = inhibition, usual class: inhibitors; Kinase-Glo luciferase, ATP luminescence, 8 min; note: % is set by controls: 0 for no effect and ±100 for the full control effect; nearly all actives have a fitted effect of over 60% in size
#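 Kinase-Glo luciferase light output from ATP and luciferin was measured with 10 uM ATP, within the enzyme's linear range. Buffer: 50 mM imidazole pH 7.2, 50 mM KCl, 7 mM MgCl2, 0.01% Tween 20, 0.05% BSA; luminescence read after 8 min at ambient temperature.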
# * marks the source's active call; other numbers are inactive results; i = inactive; u = inconclusive; x = not tested or not shown; [ ] = another dose, or the depositor's remark. Unless noted, calls come from the whole dose curve; as a rule, active = well fitted curve in the direction sought with a large enough effect; inconclusive = small, poorly fitted or top-dose-only effect, or another doubt; inactive = no such curve, though single readings can be large; an effect the other way counts as inactive or inconclusive. Potency is the fitted concentration of half-maximal effect. A portion of the library, so the mix of outcomes need not match the whole.
SMILES,LMNA splice mod,L3MBTL1 inh,ALDH1A1 inh,RECQ1 inh,JMJD2E inh,Tau ThT inhib,SMN2 splice enh,KinaseGlo FLuc
COc1cc(CNCCN2CCOCC2)ccc1OCc1ccc(Cl)cc1Cl,-12.3%,1.8%,5.0%,i,-3.6%,3.3%,-12.3%,-3.2%
CS(=O)(=O)N1CCN(C(=O)c2ccccc2F)CC1,-10.3%,4.3%,1.0%,i,3.2%,-0.3%,0.8%,1.8%
O=C(Cn1nc(-c2ccccc2)c2ccccc2c1=O)Nc1cccnc1,-3.0%,x,1.3%,i,-2.5%,-10.3%,-14.3%,19.2%
Cc1ccc(OC(=O)c2cccc(S(=O)(=O)N3CCCC3)c2)c(-n2nc3ccccc3n2)c1,-9.9%,-7.9%,-2.2%,-9.9%,-4.3%,-3.8%,11.2µM*,-0.4%
COC(=O)c1ccc(NS(=O)(=O)c2cccc3cccnc23)cc1,-6.6%,x,17.2%,i,1.0%,2.8%,-15.9%,0.9%
COc1cc(C2C(C#N)=C(N)Oc3n[nH]c(-c4cccnc4)c32)cc(Br)c1O (stereo unspecified),x,-10.8%,1.0%,i,7.5%,u,1.9%,0.4%
Oc1ccc(CCc2n[nH]c(=S)n2-c2ccc(F)cc2)cc1,-8.6%[46 µM],6.5%,-11.8%,-7.4%,-21.5%,-1.3%,x,x
CC(=O)NCCn1c(SCC#N)nc2ccccc2c1=O,u,3.7%,-11.1%,-7.9%,12.4%,-12.9%,10.4%,-0.6%
COc1ccc(/C=N/NC(=O)Cn2ccnc2C)cc1OC,x,0.6%,x,-8.6%,-11.5%,-4.1%,x,x
Clc1ccc(-c2nnc3n2CCCCS3)cc1,0.2%,6.9%,u,-4.1%,2.1%,1.7%,-19.4%,-1.7%
CCOc1cccc2cc(C(C)=O)oc12,x,-1.7%,-2.9%,i,0.4%,-3.5%,-4.0%,1.1%
COC(=O)c1c(-c2cccc(OC)c2)csc1N,u,-0.6%,25.1µM*,1.2%,-15.7%,u,-19.6%,2.0%
COCCCNc1nc2ccccc2[nH]c1=O,x,4.7%,u,-5.9%,u,-3.1%,1.3%,-5.0%
COc1cc(CCC(=O)Nc2ccc(S(=O)(=O)NC3=NCCCCC3)cc2)cc(OC)c1OC,x,-2.7%,u,-3.5%,-7.4%,3.7%,16.7%,-0.8%
CCCCC(=O)Nc1nc(C)c(-c2csc(Nc3cc(OC)ccc3OC)n2)s1,u,-11.6%,1.9%,-9.4%,u,u,-33.5%[inhibitor],0.9%
NS(=O)(=O)c1ccc(NC(=O)Cc2c(F)cccc2Cl)cc1,7.2%[46 µM],-1.2%,-4.7%,19.0%,-1.1%,2.3%,-6.7%,-1.4%
O=C(COC(=O)c1cccc2ccccc12)NCC1CCCO1 (stereo unspecified),x,9.9%,u,-0.4%,u,-6.6%,10.8%,-0.8%
O=C(Nc1ccc(-c2cc3ccccc3oc2=O)c(Cl)c1)c1cccnc1,7.7%,7.0%,7.8%,-17.1%,-29.9%,1.2%,-4.5%,-2.1%
N#Cc1c(N)nc2c(c1-c1ccccc1)CCC2,u,1.4%,u,i,u,-17.1%,u,-7.4%
CC1(C)CC(=O)C2=C(C1)N1C(=C(C#N)C2c2ccccc2Cl)N=C(N)c2ccccc21 (stereo unspecified),3.7%,-18.2%,-12.4%,i,-8.3%,u,-17.2%,2.1%
O=C(O)C1C2C=CC(C2)C1C(=O)OC1CC2CCC1C2 (stereo unspecified),-4.0%,7.0%,0.8%,-4.0%,1.7%,-4.8%,1.5%,-2.5%
Cc1ccc(NCN2C(=O)C3CC=C(Cl)CC3C2=O)cc1 (stereo unspecified),5.5%,x,3.2%,-6.2%,6.5%,-9.0%,-5.4%,-5.4%
Cc1cccc(Nc2nnc(SCc3cc(=O)n4cc(C)ccc4n3)s2)c1,3.4%,-2.4%,-9.3%,i,-7.9%,u,-10.4%,2.1%
COC(=O)CSc1nc2ncc(Cl)cc2[nH]1,-11.7%,5.9%,-7.3%,-1.5%,2.9%,-11.3%,-0.4%,5.5%
CC(=O)C12C3C4C(C5C1C3C5(Br)C41OCCO1)C21OCCO1 (stereo unspecified),x,4.3%,-0.2%,5.3%,4.4%,x,x,x

# (cont.)
SMILES,LMNA splice mod,L3MBTL1 inh,ALDH1A1 inh,RECQ1 inh,JMJD2E inh,Tau ThT inhib,SMN2 splice enh,KinaseGlo FLuc
Cc1ccc([N+](=O)[O-])cc1NCC(=O)NN,u,-4.1%,-7.7%,-1.2%,17.9%,-15.8%,10.0%,-1.8%
CC(=O)NC(CCS(C)(=O)=O)C(=O)Nc1ccc(C)c(F)c1 (stereo unspecified),13.7%,7.5%,3.1%,-15.7%,4.4%,-5.4%,-17.2%,-5.5%
CCc1ccc(N2CSC3=C(C#N)C(c4cccs4)CC(=O)N3C2)cc1 (stereo unspecified),0.3%,-9.4%,8.91µM*,u,u,12.6µM*,x,2.7%
CCOC(=O)c1cnc(COc2ccccc2Cl)[nH]c1=O,x,2.9%,x,-9.7%,-17.8%,-3.2%,x,x
CN1OCC(S(=O)(=O)c2ccccc2)C1c1ccccc1 (stereo unspecified),0.3%[46 µM],-14.2%,5.4%,i,-6.1%,-0.7%,1.4%,-10.9%
COc1cc(-c2cc(C(=O)Nc3nc4ccccc4s3)c3ccccc3n2)cc(OC)c1OC,u,2.2%,-14.2%,-1.0%,u,u,-20.1%,-2.5%
Cc1cccn2c(=O)c(/C=C(\C#N)C(=O)NCc3ccco3)c(N3CCCC(C)C3)nc12 (stereo unspecified),-11.6%,-0.6%,25.1µM*,-5.8%,u,u,11.0%,1.0%
Cc1cc(C)c(C)c(S(=O)(=O)NCC(=O)N2CCCC2)c1C,10.0%,1.1%,0.7%,-1.3%,7.6%,-8.1%,2.6%,1.4%
CCN(CC)S(=O)(=O)c1cc(NC(=O)CN2C(=O)NC3(CCCc4ccccc43)C2=O)ccc1C (stereo unspecified),u,-2.3%,2.3%,-13.1%,-2.2%,-13.2%,-11.4%,4.5%
Cc1sc(NC(=O)c2ccccc2)c(C(=O)c2ccccc2)c1C,u,-12.9%,5.01µM*,-8.3%,-8.2%,u,-26.6%,-3.4%
CC(=O)c1ccc2c(c1)C1C=CCC1C(c1ccncc1)N2 (stereo unspecified),8.8%,-22.4%,20µM*,u,u,14.1µM*,14.9%,-7.5%
CN(Cc1ccccc1)C(=O)c1nc2ccccn2c1CNCCn1cccn1,x,-3.2%,u,2.0%,u,-14.2%,x,16.4%
Cc1cnc(CNc2ncncc2-c2ccccc2C#N)cn1,7.7%,x,0.9%,-5.7%,-0.1%,-7.4%,-0.4%,-3.7%
CCOC(=O)Cn1cc(/C=N/N2C(=O)C3C4C=CC(C4)C3C2=O)c2ccccc21 (stereo unspecified),x,49.1%[activator],u,i,1.5%,16.4%,2.9%,1.4%
CC1(C)S[C@@H]2[C@H](NC(=O)C3(N)CCCCC3)C(=O)N2[C@H]1C(=O)O,u,x,u,-5.2%[25.9 µM],-1.9%[25.5 µM],x,0.6%[20.6 µM],-6.8%[17.1 µM]
Cc1ccc(C(=O)Nc2ccc(C(=O)/C=C/c3cccs3)cc2)cc1,u,-3.5%,0.7%,-1.3%,1.1%,u,-8.2%,-1.5%
CN(C)CCNC(=O)c1ccc2c(c1)N(Cc1ccc(F)cc1)CCS2,-7.5%,-10.8%,u,-1.8%,u,-5.2%,-14.3%,1.0%
Cc1c(C(=O)NC(C)C)c(-c2ccccc2)nn1-c1ccccc1,-5.7%,0.4%,-2.7%,-3.6%,13.2%,-0.6%,2.0%,-1.3%
Nc1ccc2c(c1)C(=O)N(CCCC(=O)O)C2=O,-14.1%,x,12.2%,i,-4.8%,-6.3%,x,1.2%
CCOc1cc(C)c(C(C)C)cc1S(=O)(=O)N1CCOCC1,-10.2%,x,3.55µM*,-2.1%,-1.6%,-1.1%,-0.4%,0.6%
CCN(CC)CCCNC(=O)c1ccc2c(SCC(=O)O)c3c(nc2c1)CCC3,10.7%,10.6%,-0.4%,0.0%,-0.2%,2.5%,3.2%,-0.1%
COc1ccc2cc3cc(C(=O)Nc4ccc5c(c4)OCCO5)oc3nc2c1,-5.6%,2.2%,0.1%,-23.2%,-25.6%,u,-3.6%,-1.5%
CC1=C(C#N)C(=O)NC(=O)/C1=C/c1ccc(-c2ccc(S(N)(=O)=O)cc2)o1,u,u,u,5.4%,u,15.8µM*,3.6%,-5.5%
CC(C)CCNC(=O)C(C)N(C(=O)Cn1nnc(-c2ccc(F)cc2)n1)C1CCCC1 (stereo unspecified),6.1%,4.2%,-3.6%,-1.7%,-4.7%,-9.2%,3.0%,1.7%
Cc1nc(N)sc1C(=O)N/N=C/c1ccco1,u,0.5%,5.1%,15.6%,-5.9%,-17.4%,13.6%,-14.1%
CC1(NC(=O)C2CCCCC2)CCS(=O)(=O)C1 (stereo unspecified),4.8%[46 µM],-3.1%,8.0%,-4.3%,-6.4%,8.4%,12.4%,1.4%
O=C(NC1CC1)c1nc2c(nnn2Cc2ccccc2Cl)c(=O)[nH]1,6.5%,4.7%,-0.8%,7.4%,8.3%,-8.1%,-15.2%,-1.9%
